Assay outcomes (PubChem BioAssay)
TrxR1 substrate – is turned over as a substrate by rat TrxR1; O89049; purified TrxR1 substrate turnover, NADPH consumption readout; Potency, µM (series often up to 114 µM), for inactives: top-dose activity change, negative = substrate turnover; 0.01% of 390,000 active; AID 588456; note: % is set by controls: 0 for no effect and ±100 for the full control effect; nearly all actives have a fitted effect of over 50% in size
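Rat TrxR1, dispensed at 90 nM, was prereduced with 400 uM NADPH (final) for 5 min at ~22 deg C, then incubated with compound 15 min before 400 uM selenite. A first-read NADPH fluorescence drop versus no-compound background flagged substrates.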
Vif-A3F inh – Vif-A3F binding inhibition | HeLa A3F-eYFP + Vif (tagged APOBEC3F with the HIV-1 protein that degrades it), YFP fluorescence increase | Potency, µM (titrated, usually from 46.1 µM), for inactives: top-dose activity, negative = active | 0.2% of 390,000 active | AID 602313; note: % of control where 0% means no effect; nearly all actives have a fitted effect of over 65% in size
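HeLa cells stably expressing Vif plus C-terminally eYFP-tagged A3F were seeded, incubated overnight at 37 deg C, dosed with compound, incubated overnight again at 37 deg C. Yellow fluorescence (Ex 488/Em 500-530) reported blocked Vif-mediated A3F-eYFP degradation.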
12-LOX inh – blocks human arachidonate 12S-lipoxygenase | P18054 | 1.1% of 580,000 active | Potency, µM (titrated, usually from 108 µM), inactives show at the highest dose activity change, negative = inhibition, most hits filed as inhibitors | purified 12hLO, xylenol orange hydroperoxide absorbance; note: % is set by controls: 0 for no effect and ±100 for the full control effect
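Hydroperoxide product was detected by ferrous iron/xylenol orange as the 573 to 405 nm absorbance ratio. Arachidonic acid at 40 uM (final) was turned over for 30 min at room temperature by 150 nM human 12hLO, pH 7.0 Hepes buffer, after 15 min compound preincubation.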
mIDH1 inhibitor – blocks human mutant IDH1 R132H enzyme; Potency, µM (highest dose often 76.6 µM), inactives show at the top dose activity change, negative = inhibition, usual class: inhibitors; AID 602179; 0.093% of 390,000 active; IDH1-R132H enzyme, NADPH consumption, diaphorase/resazurin fluorescence; note: % is set by controls: 0 for no effect and ±100 for the full control effect; nearly all actives have a fitted effect of over 65% in size
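IDH1-R132H (0.5 ug/mL) preincubated 30 min with compound, then NADPH (0.016 mM) and alpha-KG (2 mM) added; 80 min at RT, pH 7.5. Remaining NADPH coupled via diaphorase/resazurin to fluorescence (540/590 nm); concentration-response curves normalized to no-enzyme control.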
RGS4 inhibitor – inhibitors of human regulator of G protein signaling 4; Transcreener GDP fluorescence polarization, RGS4-accelerated GTP hydrolysis; Potency, µM (highest dose often 114 µM), inactives show at the top dose activity change, negative = inhibition, actives largely listed as inhibitors; 0.039% of 390,000 active; AID 504845; note: % is set by controls: 0 for no effect and ±100 for the full control effect; nearly all actives have a fitted effect of over 75% in size; some results filed as inactive show a strong effect at the top dose
Target sequence (P49798 whole entry, looked up): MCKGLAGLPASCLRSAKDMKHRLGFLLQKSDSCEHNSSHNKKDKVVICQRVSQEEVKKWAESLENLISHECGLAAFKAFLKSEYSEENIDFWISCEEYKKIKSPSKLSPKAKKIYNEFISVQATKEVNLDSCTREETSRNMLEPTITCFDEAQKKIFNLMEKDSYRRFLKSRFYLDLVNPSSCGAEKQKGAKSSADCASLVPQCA
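MLSMR compounds (23 nl, pin-transferred) preincubated 10 min at room temperature with a 500nM (2x) first reagent, then RGS4 at 900nM (2x) plus Transcreener GDP mix added; fluorescence polarization (620/688 nm) read before and after 90 min at 30 °C.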
RXFP1 ag – activates the human relaxin receptor RXFP1 | Q9HBX9 | HEK293T-RXFP1 cAMP TR-FRET, 30 min; response scale: percent of porcine relaxin response, buffer zero | Potency, µM (highest dose often 57.5 µM), for the others: at the highest dose activation, usual class: activators | 0.3% of 370,000 active; note: % is set by controls: 0 for no effect and ±100 for the full control effect; nearly all actives have a fitted effect of over 60% in size; many of its hits are not listed in these tables
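HEK293 cells stably expressing RXFP1, treated 30 min at 37C with compounds plus PDE4 inhibitor Ro 20174; cAMP measured by HTRF TR-FRET. Normalized to buffer and 29 nM porcine relaxin; EC50 by Hill fit.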
USP1 inh – blocks the human USP1/UAF1 deubiquitinase complex | O94782 | recombinant USP1/UAF1, Ub-Rhodamine cleavage fluorescence | Potency, µM (top dose mostly 57.1 µM), inactives show at the highest dose activity change, negative = inhibition, most hits filed as inhibitors | 0.23% of 390,000 active; note: % is set by controls: 0 for no effect and ±100 for the full control effect; nearly all actives have a fitted effect of over 60% in size; inactives centre near -12
Target sequence (O94782 whole entry, looked up): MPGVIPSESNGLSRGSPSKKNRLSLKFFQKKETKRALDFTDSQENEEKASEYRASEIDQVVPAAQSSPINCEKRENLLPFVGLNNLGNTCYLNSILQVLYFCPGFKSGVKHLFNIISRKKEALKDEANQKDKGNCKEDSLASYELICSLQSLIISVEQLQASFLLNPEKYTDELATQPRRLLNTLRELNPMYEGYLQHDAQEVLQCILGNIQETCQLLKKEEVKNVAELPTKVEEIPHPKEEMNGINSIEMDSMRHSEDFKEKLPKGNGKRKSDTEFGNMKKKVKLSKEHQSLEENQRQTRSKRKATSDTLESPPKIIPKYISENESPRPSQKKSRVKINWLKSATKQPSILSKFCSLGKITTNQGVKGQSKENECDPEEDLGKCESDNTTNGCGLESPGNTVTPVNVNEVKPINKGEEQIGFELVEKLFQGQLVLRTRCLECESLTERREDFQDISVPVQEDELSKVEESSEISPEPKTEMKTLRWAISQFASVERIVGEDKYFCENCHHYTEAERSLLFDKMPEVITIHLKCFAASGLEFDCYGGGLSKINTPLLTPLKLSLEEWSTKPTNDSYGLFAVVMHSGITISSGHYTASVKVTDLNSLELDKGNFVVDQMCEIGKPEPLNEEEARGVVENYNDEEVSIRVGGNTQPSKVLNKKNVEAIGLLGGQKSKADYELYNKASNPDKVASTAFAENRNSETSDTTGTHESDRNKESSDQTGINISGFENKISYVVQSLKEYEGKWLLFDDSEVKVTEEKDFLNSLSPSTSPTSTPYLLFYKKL
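USP1/UAF1 complex (1 nM) preincubated 15 min at room temperature with compound, then Ub-Rho substrate (150 nM final) added. Kinetic fluorescence at 480/540 nm over 6 reads at 60 s intervals; 50 mM HEPES pH 7.8, 0.5 mM EDTA, 0.1 mg/ml BSA, 1 mM TCEP, 0.01% Tween-20.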
Vif-APOBEC3G blk – Vif-A3G binding inhibition | HeLa A3G-eYFP + Vif (tagged APOBEC3G with the HIV-1 protein that degrades it), YFP fluorescence, overnight | Q9HC16 | AID 602310 | Potency, µM (series often up to 46.1 µM), for inactives: at the highest dose activity, negative = active, hits mostly inhibitors | 0.076% of 410,000 active;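 note: % is set by controls: 0 for no effect and ±100 for the full control effect; nearly all actives have a fitted effect of over 60% in size; hits raise eYFP signal because A3G escapes Vif-driven loss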
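HeLa cells stably expressing Vif and C-terminally eYFP-tagged A3G, seeded overnight at 37 deg C, then exposed to compound by pintool overnight at 37 deg C. Rise in yellow fluorescence (Ex 488/Em 500-530, Acumen) marks blocked Vif-driven A3G degradation.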
TrxR1 inh – blocks rat thioredoxin reductase 1 | O89049 | recombinant rTrxR1, NADPH fluorescence consumption, selenite substrate | Potency, µM (doses to about 114 µM), inactives show top-dose activity change, negative = inhibition, actives largely listed as inhibitors | 1% of 390,000 active | AID 588453; note: % is set by controls: 0 for no effect and ±100 for the full control effect; nearly all actives have a fitted effect of over 65% in size
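Rat TrxR1 (90 nM in the dispensed reagent) was pre-reduced with 400 uM NADPH for 5 min at room temperature, then incubated with compound for 15 min. After 400 uM selenite was added, NADPH fluorescence (Ex 340/Em 450 nm) was followed for 8 min.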
* hit, by the source's call; & = joins results of further samples; [ ] = another dose, or the depositor's remark. Calls come from the whole dose curve; as a rule, active = well fitted curve in the direction sought with a large enough effect; inconclusive = small, poorly fitted or top-dose-only effect, or another doubt; inactive = no such curve, though single readings can be large; an effect the other way counts as inactive or inconclusive. Potency is the fitted concentration of half-maximal effect. This is a subset (hit frequency here may not be typical).

For CC1CCCCN1C(=O)CCS(=O)(=O)c1cc2c(cc1Cl)NC(=O)CO2 (stereo not given) the results were TrxR1 substrate 9%[57.1 µM], Vif-A3F inh -10%&-2%, 12-LOX inh -6%&-21%, mIDH1 inhibitor -18%&0%, RGS4 inhibitor 10%&-15%, RXFP1 ag -1.0%&1.4%, USP1 inh -23%&-27%, Vif-APOBEC3G blk 1%&0% and TrxR1 inh 24%[57.1 µM].
CCOc1ccccc1NC(=O)C(OC(=O)c1ccc(O)cc1)c1ccccc1 (stereo not given) was read as TrxR1 substrate 5%[57.1 µM], Vif-A3F inh -2%, 12-LOX inh -30%, mIDH1 inhibitor -1%, RGS4 inhibitor -3%, RXFP1 ag 0.8%, USP1 inh -9%, Vif-APOBEC3G blk -6% and TrxR1 inh 21%.
Screening COc1cccc(CNC(=O)CCNC(=O)C2CCN(S(=O)(=O)c3ccccc3)CC2)c1 returned TrxR1 substrate 21%, Vif-A3F inh -17%, 12-LOX inh -27%, mIDH1 inhibitor 6%, RGS4 inhibitor -29%, RXFP1 ag -1.6%, USP1 inh -7%, Vif-APOBEC3G blk 0% and TrxR1 inh 4%.
For Cc1cccc(N2CCN(C(=O)c3cnn(-c4ccccc4Cl)c3C3CCN(C(=O)OC(C)(C)C)CC3)CC2C)c1 (stereo not given) the results were TrxR1 substrate -6%, Vif-A3F inh -5%, 12-LOX inh -5%, mIDH1 inhibitor -17%, RGS4 inhibitor -6%, RXFP1 ag -0.4%, USP1 inh -16%, Vif-APOBEC3G blk 4% and TrxR1 inh 2%.
For O=C(Nc1ccc2ccccc2n1)c1ccc(Cl)cc1 the results were TrxR1 substrate 10%[57.1 µM], Vif-A3F inh -20%, 12-LOX inh 29%, mIDH1 inhibitor 1%, RGS4 inhibitor -15%, RXFP1 ag -2.9%, USP1 inh -19%, Vif-APOBEC3G blk -4% and TrxR1 inh 2%[57.1 µM].
For COc1ccc(OC)c(CNC(=O)C2CCCN(S(=O)(=O)N3CC(C)CC(C)C3)C2)c1 (stereo not given) the results were TrxR1 substrate -10%, Vif-A3F inh -3%, 12-LOX inh -3%, mIDH1 inhibitor -2%, RGS4 inhibitor 11%, RXFP1 ag 0.3%, USP1 inh -5%, Vif-APOBEC3G blk 2% and TrxR1 inh 5%.
COC(=O)N/N=C/c1ccc([N+](=O)[O-])s1 was read as TrxR1 substrate 4%[0.457 µM], Vif-A3F inh -20%, 12-LOX inh -16%, mIDH1 inhibitor -2%, RGS4 inhibitor -19%, RXFP1 ag 4.0%, USP1 inh -5%, Vif-APOBEC3G blk -17% and TrxR1 inh -22%.
`COc1ccc(N2CCN(CCCNC(=O)C3COc4ccc(OC)cc4C3)CC2)cc1` (stereo not given) gave TrxR1 substrate 5%[57.1 µM], Vif-A3F inh 2%, 12-LOX inh -4%, mIDH1 inhibitor -9%, RGS4 inhibitor -4%, RXFP1 ag -0.5%, USP1 inh -10%, Vif-APOBEC3G blk 0% and TrxR1 inh 21%[57.1 µM].
For COCc1cc(C)nc(SCC(=O)Nc2ccc(N3CCOCC3)cc2)c1C#N the results were TrxR1 substrate -5%, Vif-A3F inh -3%, 12-LOX inh -14%, mIDH1 inhibitor 5%, RGS4 inhibitor -6%, RXFP1 ag -0.3%, USP1 inh -19%, Vif-APOBEC3G blk 2% and TrxR1 inh -9%.
CCC(=O)c1ccc(OCC(=O)OCC(=O)N2CCc3ccccc32)cc1 was read as TrxR1 substrate -1%, Vif-A3F inh 2%, 12-LOX inh -4%, mIDH1 inhibitor 9%, RGS4 inhibitor -27%, RXFP1 ag 0.5%, USP1 inh -20%, Vif-APOBEC3G blk 2% and TrxR1 inh -3%.
For Cc1nc2ccc(Cc3ccc4nc(C)[nH]c4c3)cc2[nH]1 the results were TrxR1 substrate 5%, Vif-A3F inh 2%, 12-LOX inh 0%, mIDH1 inhibitor 9%, RGS4 inhibitor -7%, RXFP1 ag 1.1%, USP1 inh -19%, Vif-APOBEC3G blk 6% and TrxR1 inh 10%.
Screening CCCn1c(SCC(=O)Nc2ccc(OC)cc2)nnc1-c1ccncc1 returned TrxR1 substrate 8%, Vif-A3F inh -7%, 12-LOX inh 0%, mIDH1 inhibitor 8%, RGS4 inhibitor 13%, RXFP1 ag 1.4%, USP1 inh -5%, Vif-APOBEC3G blk -14% and TrxR1 inh 13%.
`COc1ccccc1/C=N/NC(=O)c1nnn(-c2nonc2N)c1CN(C)c1ccccc1` gave TrxR1 substrate -1%, Vif-A3F inh 3%, 12-LOX inh 1%, mIDH1 inhibitor -1%, RGS4 inhibitor 5%, RXFP1 ag -0.5%, USP1 inh -8%, Vif-APOBEC3G blk 0% and TrxR1 inh 23%.
`O=C(Cc1ccc([N+](=O)[O-])cc1)N/N=C/c1cccnc1` gave TrxR1 substrate 2%, Vif-A3F inh 3%, 12-LOX inh 0%, mIDH1 inhibitor 2%, RGS4 inhibitor 0%, USP1 inh -20%, Vif-APOBEC3G blk 3% and TrxR1 inh 17%.
Cc1ccc(NC(=O)CSCc2cc(=O)c3ccccc3[nH]2)c(C)c1 was read as TrxR1 substrate -1%[57.1 µM], Vif-A3F inh -4%, 12-LOX inh -6%, mIDH1 inhibitor 14%, RGS4 inhibitor -35%, RXFP1 ag 5.4%, USP1 inh -4%, Vif-APOBEC3G blk 3% and TrxR1 inh 5%[57.1 µM].
For CC(C)=CCN1CCN(Cc2cc3ccccc3[nH]2)CC1CCO (stereo not given) the results were TrxR1 substrate -1%, Vif-A3F inh 8%, 12-LOX inh inconclusive, mIDH1 inhibitor -2%, RGS4 inhibitor -9%, RXFP1 ag 1.4%, USP1 inh -13%, Vif-APOBEC3G blk -1% and TrxR1 inh 8%.
Cn1c(SCC(=O)Nc2ccc(NC(=O)c3ccccc3F)cc2)nnc1-c1ccncc1 was read as TrxR1 substrate 89%, Vif-A3F inh 6%, mIDH1 inhibitor 5%, RGS4 inhibitor inconclusive, RXFP1 ag 23%, USP1 inh -24%, Vif-APOBEC3G blk -6% and TrxR1 inh 37%[activator][57.1 µM].
For CCc1ccc(NC(=O)c2ccc3c(c2)C(=O)N(Cc2ccco2)C3=O)cc1 the results were TrxR1 substrate 3%, Vif-A3F inh 5%, 12-LOX inh inconclusive, mIDH1 inhibitor 3%, RGS4 inhibitor inconclusive, RXFP1 ag 0.4%, USP1 inh -24%, Vif-APOBEC3G blk -6% and TrxR1 inh inconclusive.
`Cc1cccc(C(=O)Nc2nnc(-c3ccc(C(C)(C)C)cc3)s2)c1` gave TrxR1 substrate -6%[57.1 µM], Vif-A3F inh 2%, 12-LOX inh 5%, mIDH1 inhibitor -1%, RGS4 inhibitor 6%, RXFP1 ag 6.6%, USP1 inh 0%, Vif-APOBEC3G blk 1% and TrxR1 inh -8%[57.1 µM].
Screening CCOC(=O)c1sc(Nc2nc3c(F)cccc3s2)cc1C returned TrxR1 substrate 13%, Vif-A3F inh -16%, 12-LOX inh 6%, mIDH1 inhibitor 3%, RGS4 inhibitor -9%, RXFP1 ag 8.1%, USP1 inh -19%, Vif-APOBEC3G blk 0% and TrxR1 inh 4%.
For COCCNC(=S)N(C)[C@H]1C[C@H]2c3cc(-c4ccccc4)ccc3CCN2C(=O)[C@H]1[C@H](C)O the results were Vif-A3F inh -16%, 12-LOX inh inconclusive, mIDH1 inhibitor -4%, USP1 inh -11% and Vif-APOBEC3G blk 2%.
`CN(C)c1nc(N)c([N+](=O)[O-])c(NCCO)n1` gave TrxR1 substrate -12%, Vif-A3F inh 2%, 12-LOX inh -16%, mIDH1 inhibitor -2%, RGS4 inhibitor -14%, RXFP1 ag 1.2%, USP1 inh -14%, Vif-APOBEC3G blk 0% and TrxR1 inh -4%.
For COC(=O)[C@@]12CCCCN1[C@H](c1ccc(-c3cccc(Cl)c3)cc1)[C@H]1C(=O)N(C)C(=O)[C@H]12 the results were TrxR1 substrate 8%[57.1 µM], Vif-A3F inh -1%, 12-LOX inh 14%, mIDH1 inhibitor 0%, RGS4 inhibitor 4%, RXFP1 ag -1.5%, USP1 inh -15%, Vif-APOBEC3G blk 5% and TrxR1 inh 31%[57.1 µM].
Screening Cc1ccc(-n2c(O)c(C=NCc3ccccn3)c3ccccc3c2=O)cc1C returned TrxR1 substrate -7%, Vif-A3F inh -8%, 12-LOX inh -11%, mIDH1 inhibitor 5%, RGS4 inhibitor 50%, RXFP1 ag -1.4%, USP1 inh -22%, Vif-APOBEC3G blk 1% and TrxR1 inh 21%.
